Bioassay records as filed in PubChem.
HTR5A inv ag = counter-screen for OPRM1-OPRD1 inverse agonists: human HTR5A inverse agonism; inhibition, % at 9.3 µM; 340,000 tested, 0.083% active; P47898; AID 504634; HTR5A cell line, luminescence; in the data active means inhibition mostly above about 23%, no sharp cut-off; inactive means mostly below about 18%;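 further: 0% = cells with DMSO and 100% = no-cell wells with DMSO; some compounds called inactive have numbers as strong as hits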
phage Ecoli inh = E. coli growth loss with phage present; growth absorbance; inhibition, % at 11.9 µM; 360,000 tested, 0.26% active; AID 651602; in the data active means inhibition above about 11%
PfHsp90 yeast 2 = reduces growth (ATP signal) of yeast expressing P. falciparum Hsp90; S. cerevisiae expressing PfHsp90, BacTiter-Glo ATP, 48 h; yeast lacking PDR1 and PDR3 efflux regulators; inhibition, % at 9.4 µM; 310,000 tested, 0.32% active; AID 504621;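 active means every replicate shows inhibition above about 80%, whatever the replicate mean, limit read from the data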;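 further: 0% = DMSO neutral controls and 100% = 20 µM radicicol positive controls; yeast relying on Plasmodium falciparum Hsp90 in place of its own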
OPRM1-OPRD1 inv = mu-delta opioid heterodimer inverse agonism; P35372+P41143; 340,000 tested, 0.21% active; cell-based MOR-DOR heterodimer luminescence; inhibition, % at 9.3 µM; in the data active means inhibition above about 22%, passing the limit was not always enough;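 further: 0% = cells with DMSO and 100% = wells without cells with DMSO; values of inactives mirror those of a sister screen read the other way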
HTR5A ag = activates human HTR5A in OPRM1-OPRD1 agonist counter-screen; P47898; HTR5A agonist assay, luminescence, cell-based; activation, % at 9.3 µM; 340,000 tested, 0.61% active; in the data active means activation mostly above about 9.5%, no sharp cut-off; inactive means mostly below about 7.6%;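 further: 0% = cells with vehicle only and 100% = reference agonist; strong numbers were not always called active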
OPRM1-OPRD1 ag = agonists of human mu-delta opioid receptor heterodimerization | cells, OPRM1-OPRD1 heterodimerization, luminescence | activation, % at 9.3 µM | 340,000 tested, 0.3% active | AID 504326; in the data active means activation above about 18%;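 further: 0% = vehicle-treated cells and 100% = reference agonist; values of inactives mirror those of a sister screen read the other way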
E coli growth = reduces bacterial viability in AddAB counter-screen | E. coli V3065 growth, OD600 absorbance, 18 h | inhibition, % at 11.9 µM | 330,000 tested, 0.27% active | AID 449728;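 active means inhibition above the campaign's mean inhibition across all tested compounds plus 3 SD, cut at about 9.9% in these data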;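 further: uninfected addAB+ strain grown without phage in ampicillin broth; 0% = DMSO wells and 100% = ciprofloxacin 0.95 µg/ml wells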
DSG3 Ab inh = inhibitors of pemphigus antibody binding to human desmoglein-3; DSG3-coupled beads, scFv-anti-DSG3-GFP binding, flow cytometry; active compounds read low; binding (percent of control), % at 10 µM; 310,000 tested, 0.48% active;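 active means binding more than 3 SD below its plate's average and above zero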;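 further: hits lower antibody fragment binding to DSG3; some compounds called inactive have numbers as strong as hits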
Target sequence (P32926 whole entry, looked up, the tested form may be a part): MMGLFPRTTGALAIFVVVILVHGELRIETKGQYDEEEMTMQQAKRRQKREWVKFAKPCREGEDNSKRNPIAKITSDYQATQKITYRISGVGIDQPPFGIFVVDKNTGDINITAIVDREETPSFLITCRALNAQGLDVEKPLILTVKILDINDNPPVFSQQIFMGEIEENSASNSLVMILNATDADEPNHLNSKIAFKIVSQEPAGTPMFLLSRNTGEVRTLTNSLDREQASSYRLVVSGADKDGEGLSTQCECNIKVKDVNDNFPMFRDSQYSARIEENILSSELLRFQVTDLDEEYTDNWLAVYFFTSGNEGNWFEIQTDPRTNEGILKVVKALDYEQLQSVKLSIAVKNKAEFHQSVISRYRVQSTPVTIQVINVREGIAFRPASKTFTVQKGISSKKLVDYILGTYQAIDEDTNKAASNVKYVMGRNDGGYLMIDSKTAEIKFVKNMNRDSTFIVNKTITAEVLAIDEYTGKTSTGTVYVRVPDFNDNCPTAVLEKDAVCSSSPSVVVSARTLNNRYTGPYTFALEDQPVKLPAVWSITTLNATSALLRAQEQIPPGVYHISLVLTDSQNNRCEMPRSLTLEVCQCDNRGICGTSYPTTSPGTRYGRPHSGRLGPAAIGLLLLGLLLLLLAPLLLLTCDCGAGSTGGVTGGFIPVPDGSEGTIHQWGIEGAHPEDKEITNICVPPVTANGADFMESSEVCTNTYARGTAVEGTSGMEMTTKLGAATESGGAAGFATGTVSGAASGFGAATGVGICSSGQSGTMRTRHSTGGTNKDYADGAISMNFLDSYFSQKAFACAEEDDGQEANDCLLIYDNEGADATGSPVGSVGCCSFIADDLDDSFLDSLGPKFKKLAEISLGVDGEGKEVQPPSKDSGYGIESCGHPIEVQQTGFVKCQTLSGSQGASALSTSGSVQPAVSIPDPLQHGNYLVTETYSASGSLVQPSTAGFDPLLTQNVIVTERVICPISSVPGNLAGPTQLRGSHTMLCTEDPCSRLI
SUMO Mot1 rescue = SUMOylation pathway inhibition by Mot1-301 growth rescue. 320,000 tested, 1% active. growth rescue, % at 18.8 µM. AID 2716. S. cerevisiae Mot1-301 growth rescue, ATP luminescence, 38.5C; percent above DMSO median, 100 means doubled;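 active means every valid replicate shows activation above 250% relative to neutral control wells; inactive means the rest, any valid replicate at or below 250%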;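 further: OY570 slx delta 5 strain wells were the positive control but not used for scaling; some compounds called inactive have numbers as strong as hits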
AddAB inh = less growth of phage-infected E. coli with AddAB; E. coli expressing H. pylori AddAB, absorbance growth; inhibition, % at 11.9 µM; 330,000 tested, 0.29% active; AID 435030; in the data active means inhibition above about 12%;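 further: 0% = vehicle wells of infected cells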
PKA-R1A activ = PKA-R1A complex activation. P00514+P68181. PKA-R1A dissociation, Cy5-IP20 fluorescence polarization; scaled: DMSO 0%, 113 µM cGMP 100%. 340,000 tested, 0.083% active. activation, % at 11.4 µM. AID 504707;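 active means percent activation above the mean of all tested compounds plus 3 SD, cut at about 19% in these data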;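 further: higher means more PKAc released from R1A so a rise in polarization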
The depositor's hits bear a star; / = not tested or not shown.

No.	smiles	HTR5A inv ag	phage Ecoli inh	PfHsp90 yeast 2	OPRM1-OPRD1 inv	HTR5A ag	OPRM1-OPRD1 ag	E coli growth	DSG3 Ab inh	SUMO Mot1 rescue	AddAB inh	PKA-R1A activ
1	COCCNCC(=O)N1c2ccccc2Sc2ccccc21	5	2.7	-28	-1	-1	0.1	-0.1	116	703	-0.2	2
2	O=CC(=O)c1ccccc1	6	0.6	/	8	-2	-1.5	-0.5	101	-10	0.8	-7
3	COc1ccccc1N1CCN(C(=O)CCNS(=O)(=O)c2ccc3c(c2)CCC(=O)N3)CC1	-9	2.6	12	7	3	-1.5	-0.7	94	-10	3.2	-2
4	CC(=O)N1CC(=O)N=C1SCC(=O)Nc1nc(-c2ccccc2)c(-c2ccccc2)s1	-33	-1.8	-8	-2	6	0.3	-2.0	110	-10	-0.5	-4
5	Cn1c(N2CCOCC2)c(C=O)c2ccccc21	14	1.5	1	9	-4	-1.8	-0.8	102	-2	-0.7	-3
6	Cc1c(CCO)sc[n+]1CC(=O)OC12CC3CC(CC(C3)C1)C2	-33	0.9	-12	14	0	-3.0	0.3	93	-19	-0.8	-3
7	C=CCNC(=O)c1ccccc1S(=O)c1ccccc1C#N (stereo unspecified)	15	1.3	-3	19	-6	-4.6	0.8	/	116	2.9	-1
8	Cn1c(=O)c2c(ncn2CC(=O)Nc2ccccc2Sc2ccccc2)n(C)c1=O	/	0.5	5	/	/	/	-0.4	97	7	2.8	-9
9	Cc1c(NC(=O)C2CCCCC2)cc(C(=O)N2CCOCC2)cc1[N+](=O)[O-]	-10	2.9	/	12	4	-2.5	-0.4	112	/	0.4	3
10	Cc1ccc(-c2[nH]ncc2/C=N/n2c(COc3ccccc3C)nc3ccccc3c2=O)cc1	2	-0.6	-6	-24	7	4.6	-0.5	99	2	-0.2	-7
11	Cc1cccc2[nH]c3c(=O)n(CCN4CCNCC4)cnc3c12	0	2.0	9	12	-4	-2.6	-0.4	106	4	3.0	-12
12	O=C(CSc1ccc2ccccc2c1)Nc1ccc(S(=O)(=O)Nc2nccs2)cc1	8	3.9	0	-4	-2	0.7	-0.3	97	-6	2.1	-3
13	Cc1ccc(C(=O)N2CCN(c3ncccn3)CC2)cc1	6	-0.8	4	20	-2	-4.4	/	91	403	/	-3
14	COc1cccc2c1OCC/C2=N\NC(=O)COc1ccc(C)cc1	-13	3.9	6	13	0	-2.9	-1.5	101	19	3.3	4
15	COCCNC(=O)COc1ccc(Oc2ccccc2)cc1	-2	2.9	0	11	-3	-2.1	0.0	102	55	-4.0	-6
16	CCN1CCCC(NC(=O)c2cc([N+](=O)[O-])ccc2OC)C1 (stereo unspecified)	2	4.3	3	10	2	-1.8	1.2	96	-9	4.6	-9
17	O=C(C[n+]1cc(Br)cc2ccccc21)c1ccc(Br)cc1	-13	1.5	13	4	4	-0.7	-0.9	156	-10	4.7	-5
18	CCOc1ccc(CCNS(=O)(=O)c2ccc3c(c2)oc(=O)n3C)cc1OCC	15	0.4	13	16	-4	-3.0	2.4	99	-4	2.5	-1
19	CC(C)N(CC#CCC(O)(c1ccccc1)c1ccccc1)C(C)C	-8	2.8	3	7	1	-1.3	-1.5	101	-8	2.6	5
20	O=C(NC1CCCCC1)c1ccc(S(=O)(=O)N2CCCC2)cc1	-18	2.0	23	4	5	-0.7	-0.6	/	10	2.2	1
21	Cn1ccs/c1=N\S(=O)(=O)c1ccc(C(C)(C)C)cc1	-5	2.3	0	5	0	-0.8	0.6	81	1	2.4	-1
22	CSCCC(NC(=O)c1ccccc1Br)C(=O)NCC(C)(C)N1CCOCC1 (stereo unspecified)	17	1.0	6	10	1	-1.5	-0.1	102	5	5.5	13
23	CC1(C)Cc2c(c(-c3ccco3)nc3sc4c(NCC5CCCO5)ncnc4c23)CO1 (stereo unspecified)	-40	-1.3	-23	2	11	-0.4	-1.6	98	-6	3.4	3
24	COc1ccc(C(=O)COC(=O)c2cccnc2Cl)c(OC)c1	2	3.9	2	10	-1	-1.8	-3.6	101	13	-1.8	-9
25	CCNc1nc(NCC)n2c(SC(C(=O)Nc3cc(C)ccc3OC)c3ccccc3)nnc2n1 (stereo unspecified)	20	5.6	-10	-1	0	0.2	-1.4	106	13	0.3	-17
26	Clc1ccc(CN2CC[C@H]3C=CCc4cccc(c43)C2)cc1	6	1.7	12	-14	2	3.1	0.4	117	7	1.5	-2
27	COc1ccc(S(=O)(=O)N(C)C[C@H]2Oc3c(NC(=O)c4ccncc4)cccc3C(=O)N([C@H](C)CO)C[C@@H]2C)cc1	0	0.2	31	12	-3	-2.1	-1.1	99	-9	0.8	-19
28	CC1CN(C2CCN(C(=O)COc3ccc(Cl)cc3)CC2)CC(C)O1 (stereo unspecified)	13	-1.2	-21	12	5	-2.5	-3.0	102	85	0.9	5
29	COc1cccc(CN(C)C(=O)C(Cc2ccccc2)NC(=O)c2ccccc2)c1OC (stereo unspecified)	1	0.9	31	19	-1	-3.6	-1.3	105	6	-1.6	1
30	CCC(C)NS(=O)(=O)c1ccc(NC(=O)c2ccc([N+](=O)[O-])cc2Cl)cc1 (stereo unspecified)	-8	2.2	13	4	3	-0.7	0.9	93	14	1.5	2
31	O=C(OCC(=O)N1CCN(c2ccccc2)CC1)c1ccc2ncsc2c1	6	3.5	3	16	1	-2.7	-0.4	95	-2	0.7	7
32	Cc1ccc(C)c(-n2nnnc2Sc2nc([N+](=O)[O-])nn2C)c1	-11	3.0	-21	9	-3	-1.8	-2.1	85	/	-0.2	-5
33	COc1ccc(C(=O)NNC(=O)CCC(=O)Nc2cc(C)on2)cc1	-22	0.0	1	7	2	-1.3	-0.2	/	-18	0.3	7
34	COc1cc(/C=N/NC(=O)c2cc(-c3cccc(Br)c3)nc3ccccc23)cc(OC)c1O	8	-0.7	-19	1	-2	-0.1	0.2	/	15	-0.8	-13
35	O=C(N[C@@H](Cc1ccccc1)c1nc2ccccc2[nH]1)c1cc([N+](=O)[O-])ccc1Cl	12	4.8	-7	1	-5	-0.1	-0.2	85	171	3.8	5
36	CC(/C=N/NC(=O)c1ccccc1C)=C\c1ccccc1	/	1.2	/	/	/	/	-0.1	101	33	1.4	/
37	CC(=O)c1cc(-c2ccccc2)n(CC(=O)N2CCCC2)c1C	0	2.9	14	-5	-3	0.6	-0.8	107	/	1.1	8
38	CC(=O)c1c(C)oc2ccc(N(C(C)=O)S(=O)(=O)c3ccc(Cl)c([N+](=O)[O-])c3)cc12	12	1.5	3	-2	3	0.4	-0.3	98	-17	4.7	-5
39	Cc1[nH]nc(SCC(=O)NC(C)c2ccccc2)c1[N+](=O)[O-] (stereo unspecified)	8	3.4	7	17	-3	-2.7	-0.4	93	14	0.8	-1
40	Cc1ccc(C(c2nnnn2CCc2ccccc2)N2CCC(C)CC2)cc1 (stereo unspecified)	1	1.1	0	-14	0	2.6	-1.6	99	53	1.5	-15
41	CC1(C(O)(C#CC[N+]2(C)CCCCC2)c2ccccc2)CCCC1 (stereo unspecified)	-7	3.7	-7	9	3	-1.6	-0.2	94	-13	0.9	-10
42	COC(=O)c1ccc(COC(=O)CCNS(=O)(=O)c2ccc(C)c(C)c2)cc1	10	3.7	/	-6	-4	1.0	/	99	/	/	2
43	CC(C)=CC(=O)N1CC[C@@H](N2CCN(c3ccccc3F)CC2)[C@H](O)C1	11	1.5	11	2	-3	-0.4	1.0	101	-5	-1.0	-4
44	COc1ccc(C(C)=O)cc1COC(=O)Cc1n[nH]c(=O)c2ccccc12	-17	3.0	/	6	4	-1.2	-0.2	104	-12	-0.9	-1
45	OCc1ccccc1CNCc1ccccc1	-2	2.6	22	11	-1	-1.9	1.5	94	-15	3.7	-1
46	O=S(=O)(Nc1ccc(-n2cnnn2)cc1)c1ccc(F)c(F)c1F	1	3.7	38	0	0	0.0	0.5	105	-2	0.4	2
47	COc1ccc(/C=C2/C(=O)N(c3c(F)c(F)c(F)c(F)c3F)N=C2C)cc1	12	4.6	-10	15	-3	-2.9	2.9	128	-7	3.8	4
48	O=C1C=C(c2ccccc2)CC(c2ccc(F)cc2)C1 (stereo unspecified)	-12	1.4	-8	-29	4	5.0	2.1	105	-29	3.7	-4
49	CCCCN1CCNC[C@@H]1Cc1ccc(O)cc1	0	1.6	-3	18	2	-3.2	-1.4	97	0	-1.0	-14
50	O=C(O)C1C2CCC(O2)C1C(=O)Nc1cccc(Cl)c1 (stereo unspecified)	-23	2.5	8	18	1	-3.4	-2.1	104	93	1.7	1

Following part:
No.	smiles	HTR5A inv ag	phage Ecoli inh	PfHsp90 yeast 2	OPRM1-OPRD1 inv	HTR5A ag	OPRM1-OPRD1 ag	E coli growth	DSG3 Ab inh	SUMO Mot1 rescue	AddAB inh	PKA-R1A activ
51	C=CC[C@@H](CC(=O)OC(C)(C)C)C(=O)OC[C@H]1CCCN1C(=O)[C@@H](CC=C)CC(=O)N[C@H](CO)Cc1ccccc1	-5	2.3	2	11	3	-2.0	-3.8	98	-9	1.2	8
52	Cc1c(C)n(C(=O)CSc2nc3ccccc3[nH]2)c2ccccc12	-20	1.7	1	-32	3	5.4	-3.2	111	-18	-2.7	-5
53	CCOC(=O)C1=C(O)CSC1=Nc1ccc(C)cc1	14	0.8	13	7	-5	-1.2	2.1	107	/	0.7	16
54	COc1cc(NC(=S)NCCCN(C)C)c(OC)cc1NC(=O)c1ccco1	-19	-0.8	26	10	7	-1.8	-2.0	105	-9	0.5	-10
55	COc1cccc(CC(=O)Nc2ccccc2C(=O)N2CCOCC2)c1	19	2.2	14	14	0	-2.3	0.9	92	-23	0.7	3
56	O=C(O)C1C2CC2CN1C(=O)c1ccc(Cl)cc1Cl (stereo unspecified)	/	1.7	18	/	/	/	3.6	109	-7	3.6	/
57	CC1CCN(S(=O)(=O)c2cccc(C(=O)NC3CCCCC3)c2)CC1	-8	-1.3	20	-3	3	0.5	-3.0	121	-4	3.7	6
58	CCOC(=O)C1=C(C)NC(=O)NC1c1ccc(N(C)C)cc1 (stereo unspecified)	1	3.1	-8	12	-1	-2.3	/	99	/	/	-10
59	CCc1cccc(NS(=O)(=O)c2c(C)[nH]c(=O)[nH]c2=O)c1	-6	0.3	-8	4	1	-0.8	/	100	68	/	-3
60	O=C(O)CCCC(=O)NCc1c(Cl)cccc1Sc1ccc(Cl)cc1	-27	3.6	7	17	1	-3.3	0.0	110	43	2.1	-2
61	COc1cccc(N2C(=O)[C@H]3C(C(=O)c4cnccn4)=NN[C@H]3C2=O)c1	/	1.1	/	/	/	/	2.5	110	205	-1.4	/
62	COc1cccc(NC(=O)CC2(CC(=O)O)CCCC2)c1	-17	2.6	/	2	-1	-0.5	-0.2	97	-23	1.4	5
63	COc1cccc(CNC(=O)c2ccc(NC(=O)C3=CSCCO3)cc2)c1	15	2.0	-7	10	2	-1.9	0.9	107	5	1.7	-13
